# From PubChem BioAssay
# OX1R antag-1: blocks the human orexin 1 receptor | O43613 | OX1R-expressing cells, FRET antagonist read-out | inhibition, % at 6.6 µM | 330,000 tested, 1.8% active | AID 485270; in the data active = inhibition mostly above about 38%, no sharp cut-off; inactive = mostly below about 40%;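 also: 0% = agonist challenge alone and 100% = reference antagonist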
# Target sequence (O43613 whole entry, looked up): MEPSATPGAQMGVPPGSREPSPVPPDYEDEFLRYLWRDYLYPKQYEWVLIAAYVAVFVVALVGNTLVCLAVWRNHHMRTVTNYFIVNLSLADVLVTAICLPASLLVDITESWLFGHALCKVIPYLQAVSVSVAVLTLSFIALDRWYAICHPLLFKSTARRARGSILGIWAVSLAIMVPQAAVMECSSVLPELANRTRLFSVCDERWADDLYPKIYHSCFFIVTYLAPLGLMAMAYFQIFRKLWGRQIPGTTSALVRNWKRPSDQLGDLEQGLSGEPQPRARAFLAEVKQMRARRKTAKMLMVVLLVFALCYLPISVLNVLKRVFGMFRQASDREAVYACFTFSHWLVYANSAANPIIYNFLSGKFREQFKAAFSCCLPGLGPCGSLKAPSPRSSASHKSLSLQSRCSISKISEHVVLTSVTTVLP
# OX1R antag-2: blocks the human orexin 1 receptor. 330,000 tested, 0.43% active. CHO/OX1R cells, Fluo-8 calcium fluorescence, orexin A. AID 434989. inhibition, % at 5 µM;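 active = inhibition above its plate's threshold, mean inhibition of all tested compounds on the plate plus 3 SD, cut at about 37% in these data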;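 also: 0% = orexin A challenge wells and 100% = SB-334867-A antagonist wells; not every result past the cut was called active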
# CHT allo act: allosteric activators of human choline transporter CHT | CHT-expressing cells, membrane potential dye, choline EC20; hits give high values; LV-AA mutant CHT in HEK293 cells | AID 488977 | 310,000 tested, 0.49% active | B-score at 10 µM | Q9GZV3;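 active = initial fluorescence not abnormally high and integrated response B-score, plate-corrected, over 3 SD above library mean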
# Target sequence (Q9GZV3 whole entry, looked up): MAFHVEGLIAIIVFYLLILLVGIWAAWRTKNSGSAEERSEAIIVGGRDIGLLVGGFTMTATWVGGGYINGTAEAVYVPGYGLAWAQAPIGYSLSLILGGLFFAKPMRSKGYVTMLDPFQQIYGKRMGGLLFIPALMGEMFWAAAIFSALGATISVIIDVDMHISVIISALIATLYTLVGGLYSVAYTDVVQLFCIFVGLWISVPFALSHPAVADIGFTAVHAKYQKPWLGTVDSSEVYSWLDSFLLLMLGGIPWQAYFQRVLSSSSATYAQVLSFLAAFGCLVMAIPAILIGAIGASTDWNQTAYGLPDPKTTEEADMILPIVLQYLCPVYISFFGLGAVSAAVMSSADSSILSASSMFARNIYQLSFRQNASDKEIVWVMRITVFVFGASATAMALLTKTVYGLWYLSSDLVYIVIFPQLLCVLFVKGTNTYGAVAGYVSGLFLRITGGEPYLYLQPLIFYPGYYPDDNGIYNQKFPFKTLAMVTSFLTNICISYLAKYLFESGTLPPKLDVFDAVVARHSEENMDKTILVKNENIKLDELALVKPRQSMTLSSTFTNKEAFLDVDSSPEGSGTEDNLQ
# An asterisk follows results filed as active; i = inactive; . = no result given.
SMILES,OX1R antag-1,OX1R antag-2,CHT allo act
Cc1ccc(CNCC(=O)Nc2cccc(S(=O)(=O)NC3=NCCCCC3)c2)cc1,13,-39,i
CC(=O)c1ccc(N2CCN(C(=O)C(=O)c3cn(CC(=O)N4CCCCCC4)c4ccccc34)CC2)cc1,23,-4,i
COc1cccc(/C=C2\N=C(c3c(-c4ccccc4)noc3C)OC2=O)c1,22,-4,i
COc1ccc2[nH]cc(CCn3ccc(=O)c(C)c3C)c2c1,11,1,i
Cc1ccc(NC(=O)CN(C)c2ccc(S(=O)(=O)N3CCCC3)cn2)cc1,9,-17,i
COc1ccc(OC)c(C(=O)COC(=O)COc2ccccc2)c1,15,-32,.
Cc1cccc(NC(=O)N2CCCCCC2)c1C,14,-9,i
CCOC(=O)c1nnn(-c2nonc2N)c1CNc1ccccc1,11,-8,i
O=C(Cc1ccccc1)NCCc1ccc(Cl)cc1Cl,17,-9,i
Cc1cc(C)nc(Nc2n[nH]c(COc3ccc(Cl)cc3)n2)n1,10,-11,i
O=C(CCS(=O)(=O)c1ccccc1)Nc1nc(-c2ccccn2)cs1,12,-9,i
CCOC(=O)CN(Cc1sccc1C)C(=O)Nc1cccc(OC)c1,7,-16,i
N#Cc1cccc(NC(=O)Cn2cnc(S(=O)(=O)N3CCCCC3)c2)c1,9,-11,i
CC(=O)c1ccc(S(=O)(=O)NCCC(=O)NC2CCN(Cc3ccccc3)CC2)cc1,9,-9,.
Cc1c(/C=C/C(=O)c2ccccc2)cnn1C,41*,1,i
Cc1ccc(OCC(O)CNS(=O)(=O)c2ccccc2C(=O)O)cc1 (centres undefined),34,-13,i
CCOc1ccccc1OCCCC(=O)N1CCN(S(=O)(=O)c2ccc(Cl)cc2)CC1,-5,-37,.
Cc1cc(C)n(C(=O)N(c2ccccc2)c2ccccc2)n1,11,-11,i
COc1ccc(/C=N/NC(=O)c2ccoc2C)cc1OC,8,-7,i
O=P(c1ccccc1)(c1ccccc1)c1ccc(O)cc1,20,-9,i
COCCCn1c(C)nnc1SCC(=O)NNC(=O)COc1ccc(Cl)cc1,6,-14,i
O=C(OCc1cc(Cl)ccc1OC(F)F)c1cncc(Br)c1,13,-32,i
Cc1cc(=O)n2[nH]c(-c3ccc(F)cc3)cc2n1,11,-9,i
COc1ccc(-c2cc(C(=O)N3CCOCC3)no2)cc1,34,-12,i
COc1cc(C=NNC(=O)c2ccccc2NS(=O)(=O)c2cccs2)cc(OC)c1O,8,-12,.
Cc1ccnc(NS(=O)(=O)c2ccc(NC(=O)CCOc3ccccc3)cc2)n1,25,-11,i
CC1(C)C(C#N)=C(N)OC2=C1C(=O)CCC2,5,17,i
Cc1nnc2ccc(-c3cccc(NC(=O)c4ccc(Cl)nc4)c3)nn12,10,-18,i
C#CCOCCOCCOCCNc1nc(N2CCN(C(=O)[C@H](Cc3cc4ccccc4[nH]3)n3cc([C@@H](N)C(C)CC)nn3)CC2)nc(N2CCN(C(=O)[C@H](CCCCN)n3cc([C@@H](N)CC(C)C)nn3)CC2)n1 (some centres undefined),10,4,i
Cn1nccc1C(=O)N1CCN(C23CC4CC(CC(C4)C2)C3)CC1,10,-3,i
CCOC(=O)C(N)CSC1CC(=O)N(c2ccc(C(=O)OC)cc2)C1=O (centres undefined),35,-13,i
CCC(C)NC(=O)NC(=O)N(C1CCCCC1)S(C)(=O)=O (centres undefined),4,-10,i
COc1ccc(OC)c(C=NNC(=O)c2ccccc2NS(=O)(=O)c2cccs2)c1,22,-1,.
Cc1ccc(NC(=S)N2CCN(c3nccc(C(F)(F)F)n3)CC2)c(C)c1,5,-9,i
Cc1ccc(C(=O)NCC(=O)OCc2csc(-c3ccccc3)n2)cc1,18,-11,i
NC1=NC[C@H](c2ccccc2)N1CCCCC1CCCCC1,2,7,i
COc1cccc(OCC(=O)Nc2cc(NC(=O)COc3cccc(OC)c3)cc(C(=O)O)c2)c1,8,-11,i
Cc1nn(Cc2ccc(Cl)cc2Cl)c(C)c1NC(=O)Cn1nc([N+](=O)[O-])c(Cl)c1C,-8,-12,i
CSc1nsc(/C=C/Nc2ccc(F)cc2F)c1C#N,5,-1,i
CN(C)C(CNC(=O)c1cc(S(=O)(=O)N(C)c2ccccc2)ccc1Cl)c1cccs1 (centres undefined),12,-30,i
CCOc1ccccc1N1CCN(CC(=O)NCCc2ccc(S(N)(=O)=O)cc2)CC1,10,-18,i
CC1=C(C(=O)Nc2cccnc2)C(c2cccnc2)n2ncnc2N1 (centres undefined),8,-2,i
COc1ccc(C2Nc3ccccc3C(=O)N2Cc2ccco2)cc1COc1ccc(NC(C)=O)cc1 (centres undefined),31,-19,i
CCOc1ccc(NC(=O)c2ccc(CNc3c(N4CCCC4)c(=O)c3=O)cc2)cc1,13,-1,i
O=C(CN(C(=O)C1CSC(=O)C1)c1cccc(F)c1)NC1CCCC1 (centres undefined),20,-5,i
CCCn1nc2cc(C(=O)NC3CCc4ccccc43)ccc2c1OCC (centres undefined),21,-33,i
O=C(Nc1nc(-c2ccc(Cl)s2)cs1)c1cccs1,18,-13,i
O=C(Nc1ccccc1-c1ccccc1)NC1CC2CCCC(C1)N2Cc1ccc(F)cc1 (centres undefined),28,-27,i
O=C(O)CCSc1nnc(-c2ccncc2)n1-c1ccccc1,9,-8,i
Cc1ccc2c(ccn3cc4c(c(=O)n(C)c(=O)n4C)c23)c1,86*,-2,i
CC1(C)NC(=O)N(CCCCOc2ccccc2[N+](=O)[O-])C1=O,14,-12,i
CCCCCCC1CC(CSC(=N)N)OC1=O (centres undefined),1,-13,i
CC(=O)N1CCN(C(=O)COc2ccc(N(C)S(=O)(=O)c3cccs3)cc2)CC1,19,-5,i
O=C(Cn1cc([N+](=O)[O-])cn1)Nc1ccc(Cn2cc(Br)cn2)cc1,26,0,i
Fc1ccc(CNc2nc3ccccc3n3cnnc23)cc1,4,-20,i
COC(=O)/C=c1/s/c(=C(/C#N)C(=O)N2CCOCC2)n(-c2ccccc2)c1=O,118*,-2,i
CC1CCc2c(C(=O)OCC(=O)Nc3cccc(S(=O)(=O)N4CCCCCC4)c3)csc2C1 (centres undefined),5,-9,i
COc1ccc(C2C(C#N)=C(N)N(c3sc4c(c3C#N)CCCC4)C3=C2C(=O)CC(C)(C)C3)cc1OC (centres undefined),6,-29,i
Cc1ccc(S(=O)(=O)N2CCN(C(=O)COC(=O)CCCOc3ccccc3)CC2)c(C)c1,0,-1,.
O=C(Oc1cccnc1)c1ccc(Cl)cc1,20,-6,i

# Reprinted at random: seven entries already listed
SMILES,OX1R antag-1,OX1R antag-2,CHT allo act
Fc1ccc(CNc2nc3ccccc3n3cnnc23)cc1,4,-20,i
CCOc1ccccc1N1CCN(CC(=O)NCCc2ccc(S(N)(=O)=O)cc2)CC1,10,-18,i
COc1ccc(C2Nc3ccccc3C(=O)N2Cc2ccco2)cc1COc1ccc(NC(C)=O)cc1 (centres undefined),31,-19,i
CC1(C)NC(=O)N(CCCCOc2ccccc2[N+](=O)[O-])C1=O,14,-12,i
CC1=C(C(=O)Nc2cccnc2)C(c2cccnc2)n2ncnc2N1 (centres undefined),8,-2,i
Cc1ccc2c(ccn3cc4c(c(=O)n(C)c(=O)n4C)c23)c1,86*,-2,i
O=C(Oc1cccnc1)c1ccc(Cl)cc1,20,-6,i

# Continuation:
SMILES,OX1R antag-1,OX1R antag-2,CHT allo act
CC1CCCCC1NC(=O)c1cc(S(=O)(=O)N2CCCCC2)ccc1N1CCOCC1 (centres undefined),2,-24,.
COc1cccc(-c2nnn(CC(C)=O)n2)c1,11,-14,i
NC(=O)c1sc(=S)n(-c2ccc(Br)cc2)c1N,24,-5,i
O=C(CN(Cc1ccc2c(c1)OCO2)C(=O)CNS(=O)(=O)c1ccccc1)NCC1CCCO1 (centres undefined),18,-30,i
C/C(N)=C(/C#N)C(=O)COC(=O)c1cc2c(s1)CCC(C)C2 (centres undefined),15,-12,i
COc1ccc(C(=O)COC(=O)c2cnc(C)cn2)cc1OC,-5,-12,.
O=C(COC(=O)CNC(=O)c1ccccc1)Nc1cccc(Br)c1,-4,-4,i
CCCC1=[N+](CC(C)=O)CCn2c(C)ccc21,12,-14,i
CCOC(=O)N1CCC(N2CC34C=CC(O3)C(C(=O)Nc3ccc(C(C)C)cc3)C4C2=O)CC1 (centres undefined),11,-15,i
Nc1nc(SCC(=O)N2CCc3ccccc3C2)[nH]c(=O)c1-c1ccccc1,9,2,i
CS(=O)(=O)N(CC(=O)Nc1ccccc1C(=O)N1CCOCC1)c1ccccc1,4,-11,i
CC1CN(S(=O)(=O)c2cc(C(=O)NC(C)c3cccnc3)ccc2Cl)CC(C)O1 (centres undefined),-1,-29,.
CCCc1nnc(NC(=O)c2ccc(S(=O)(=O)N(C)c3ccccc3OC)cc2)s1,1,-15,.
COc1ccc(NS(=O)(=O)c2cccc(-c3nnc(-c4ccccc4)o3)c2)cc1,28,-14,i
CCC1(C)OC(=O)N2CCc3c(C)[nH]c4c(C)ccc(c34)C21C (centres undefined),5,-10,i
COCCn1c(C)nnc1SCC(=O)NNC(=O)c1ccc(Cl)cc1,14,-20,i
CCOC(=O)CSc1nc(-c2cccs2)nc2c1c(=O)n(C)c(=O)n2C,17,4,i
Cc1cc(S(=O)(=O)NCc2ccco2)c(C)s1,9,-15,i
Cc1ccc2[nH]c3c(=O)n(CC(=O)NCc4ccco4)ncc3c2c1,26,3,i
COc1ccccc1N(CC(O)Cn1nc(C)cc1C)S(=O)(=O)c1ccccc1 (centres undefined),47*,11,i

# Record cards (already shown):
# CC1CCc2c(C(=O)OCC(=O)Nc3cccc(S(=O)(=O)N4CCCCCC4)c3)csc2C1 (centres undefined) in the list: OX1R antag-1: 5; OX1R antag-2: -9; CHT allo act: i
# O=C(Oc1cccnc1)c1ccc(Cl)cc1 in the list: OX1R antag-1: 20; OX1R antag-2: -6; CHT allo act: i

# The main list resumes, repeating the 2 entries before the break.
SMILES,OX1R antag-1,OX1R antag-2,CHT allo act
Cc1ccc2[nH]c3c(=O)n(CC(=O)NCc4ccco4)ncc3c2c1,26,3,i
COc1ccccc1N(CC(O)Cn1nc(C)cc1C)S(=O)(=O)c1ccccc1 (centres undefined),47*,11,i
Cc1ccc(OCC(=O)NCCCNC(=O)c2ccc(C)nc2)cc1,4,-10,i
COc1ccc(NC(=O)C2CCCN(S(C)(=O)=O)C2)c(OC)c1 (centres undefined),13,-9,i
Cc1cc(=O)[nH]c2sc(C(=O)N3c4ccccc4CC3C)c(N)c12 (centres undefined),13,0,.
COc1ccc(CNCCC(c2ccccc2)C2CCOC(C)(C)C2)cc1 (centres undefined),13,-30,i
CC1CCCN(CCOCCOc2ccc(Br)cc2Cl)C1 (centres undefined),9,-11,i
Cc1ccc(C(=O)NCCC(=O)N2CCCC2)cc1,-4,-11,i
CCc1nnc(NC(=O)c2ccc(COc3ccc(C)cc3)o2)s1,7,-10,i
O=c1[nH]c(-[n+]2ccccc2)c(/C=N/N=C(\[O-])c2ccccc2)s1,41*,-10,i
COc1cccc(/C=N\NC(=O)c2cc(OCC(F)(F)F)ccc2OCC(F)(F)F)c1,18,-33,i
CCOc1ccccc1N1CCN(C(=O)c2cc(S(=O)(=O)N3CCCCC3)ccc2C)CC1,-4,-16,.
Cc1ccc(NC(=S)N(CCCN2CCCC2)Cc2cccn2Cc2ccc(Cl)cc2)cc1Cl,7,-6,i
CCOc1ccc2[nH]c(=O)c(C(c3nnnn3Cc3ccco3)N3CCC(C)CC3)cc2c1 (centres undefined),24,-29,i
Cc1cc(C)cc(OCC(=O)O/N=C(\N)c2ccccc2Cl)c1,16,-16,i
CC(NC(=O)Cn1cc(C(F)(F)F)ccc1=O)c1ccc(F)cc1 (centres undefined),22,-6,i
Cc1cccc(Cn2c(Sc3nc(C)cs3)nc3c2c(=O)[nH]c(=O)n3C)c1,6,-26,i
CN(C)c1ccc(/C=C(/NC(=O)c2ccccc2)C(=O)NCCCn2ccnc2)cc1,5,1,i
CCOc1cc(S(=O)(=O)NCCc2ccccc2C)c(OCC)cc1-n1cnnn1,17,18,i
C/C(CC(=O)Nc1ccccn1)=N\NC(=O)Cc1cccc2ccccc12,15,-22,i
O=C(Nc1cc(S(=O)(=O)Nc2ccccc2Cl)ccc1O)c1ccc(F)cc1F,32,-1,.
Cc1n[nH]c(C)c1CCN(C)C(=O)C1CCC(=O)N(CC2CCCCC2)C1 (centres undefined),23,5,i

# As entered above:
# `Cc1n[nH]c(C)c1CCN(C)C(=O)C1CCC(=O)N(CC2CCCCC2)C1` (centres undefined) in OX1R antag-2: 5
# `COc1ccc(CNCCC(c2ccccc2)C2CCOC(C)(C)C2)cc1` (centres undefined) in OX1R antag-2: -30
# `CC(NC(=O)Cn1cc(C(F)(F)F)ccc1=O)c1ccc(F)cc1` (centres undefined) in OX1R antag-1: 22
# `CCOc1ccc2[nH]c(=O)c(C(c3nnnn3Cc3ccco3)N3CCC(C)CC3)cc2c1` (centres undefined) in OX1R antag-1: 24

# Other results.
SMILES,OX1R antag-1,OX1R antag-2,CHT allo act
CNc1c(NS(=O)(=O)c2ccc(C(C)(C)C)cc2)c(=O)oc2ccccc12,8,3,i
COc1ccc(/C=N/NC(=O)c2cc(-c3ccccc3)nc3ccccc23)cc1O,4,-16,i
c1ccc(-n2nnnc2SCc2cccc(CSc3nnnn3-c3ccccc3)n2)cc1,43,10,i
Cc1csc(C(C)N(C)C(=O)c2ccc(OC3CCN(Cc4ccccn4)CC3)cc2)n1 (centres undefined),7,-21,i
